NOD2-RIPK2 inh – inhibitors of human NOD2-RIPK2 interaction | CHO BLA complementation NOD2-RIPK2, CCF4 ratio | actives 0.38% (n = 360,000) | inhibition, % at 4.98 µM; in the data active = inhibition above about 21%;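 note: 0% = vehicle only and 100% = reference blocker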
Target sequence (O43353 whole entry, looked up): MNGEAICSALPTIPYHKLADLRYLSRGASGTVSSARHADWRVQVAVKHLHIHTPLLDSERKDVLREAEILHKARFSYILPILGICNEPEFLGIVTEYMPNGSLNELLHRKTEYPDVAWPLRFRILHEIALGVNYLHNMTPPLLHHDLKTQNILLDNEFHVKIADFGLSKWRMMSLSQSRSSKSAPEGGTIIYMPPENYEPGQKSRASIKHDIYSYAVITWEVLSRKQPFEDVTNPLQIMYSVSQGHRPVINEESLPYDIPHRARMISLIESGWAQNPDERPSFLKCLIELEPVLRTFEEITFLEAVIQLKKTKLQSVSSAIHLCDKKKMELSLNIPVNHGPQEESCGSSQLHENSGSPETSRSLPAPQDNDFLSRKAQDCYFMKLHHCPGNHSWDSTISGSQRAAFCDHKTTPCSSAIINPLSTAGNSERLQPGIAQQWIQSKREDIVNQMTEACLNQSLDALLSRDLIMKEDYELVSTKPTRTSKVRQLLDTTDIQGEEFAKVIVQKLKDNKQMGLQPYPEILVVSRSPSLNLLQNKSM
MC4R antag cAMP – blocks human MC4R cAMP signaling. actives 0.48% (n = 360,000). inhibition, % at 6.5 µM. MC4R-expressing cells, MTII-stimulated cAMP, LANCE TR-FRET. AID 540295;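 active = inhibition above its plate's cutoff, the mean of tested wells on that plate plus 3 SD, cut at about 29% in these data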;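 note: 0% = Melanotan II alone and 100% = Melanotan II plus saturating MCL0020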
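system = U2OS cells with stable human MC4R expression | also added = Melanotan II challenge after compound preincubation | dosing = one concentration, 6.5 µM nominal | incubation = compound 30 min, challenge 1 h, detection 1 h | measured by = TR-FRET with Eu-cAMP and labeled anti-cAMP, 671 nm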
SRC3 inh – inhibitors of human steroid receptor coactivator 3 (SRC3); Q9Y6Q9; HEK293 GAL4-SRC3 luciferase reporter, luminescence; inhibition, % at 3.6 µM; actives 0.17% (n = 360,000); AID 588352;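 active = inhibition above a per-campaign cutoff, the mean of all compounds plus 3 SD, cut at about 60% in these data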;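 note: 0% = DMSO-treated cells and 100% = gossypol-treated cells at 36 µM; higher means less SRC3-driven luciferase light from the GAL4 reporter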
TLR9-MyD88 inh – TLR9-MyD88 interaction inhibition. Q9NR96+Q99836. CHO BLA complementation TLR9-MyD88, CCF4 FRET ratio. inhibition, % at 4.98 µM. actives 0.21% (n = 340,000). AID 504734;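 active = inhibition above the mean over all tested compounds plus 3 SD, cut at about 21% in these data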;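 note: 0% = DMSO only wells and 100% = clavulanate BLA inhibitor control wells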
NCOA2 inhibitor – human SRC2 (NCOA2) inhibition. Q15596. HEK293 GAL4-SRC2 luciferase reporter, luminescence. inhibition, % at 9 µM. actives 0.17% (n = 370,000);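 active = inhibition above the mean inhibition of all tested compounds plus 3 SD, set per campaign, cut at about 52% in these data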;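 note: 0% = DMSO treated cells and 100% = cells given Gossypol at 36 µM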
MC4R barr agon – agonists of human melanocortin 4 receptor (MC4R) beta-arrestin | U2OS MC4R beta-arrestin complementation, luminescence; percent of melanotan II response, DMSO zero | activation, % at 8.9 µM | actives 0.98% (n = 360,000) | AID 540308;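 active = activation above a per-plate cutoff, the mean activation of sample wells on that plate plus 3 SD, cut at about 8% in these data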
NR5A2 inv ag – inverse agonists of human LRH-1 (NR5A2); O00482; HEK293T StAR-luciferase reporter, LRH-1 transfected, 24 h; inhibition, % at 3.6 µM; actives 0.13% (n = 360,000); AID 602396;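 active = inhibition above the mean inhibition of all tested compounds plus 3 SD, cut at about 73% in these data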;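 note: 0% = DMSO wells and 100% = reporter-only cells lacking LRH-1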
LMP1 NFkB inh – reduces LMP1-driven NF-kappaB luciferase signal. LMP1-induced NF-kappaB luciferase reporter cells, luminescence. actives 0.69% (n = 350,000). inhibition, % at 12.5 µM. AID 504558; in the data active = inhibition above about 41%;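 note: 0% = neutral control wells and 100% = reference inhibitor control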
ABHD5-PLIN5 inh – ABHD5-PLIN5 protein interaction inhibition; Q00G26+Q8WTS1; Split G. princeps luciferase complementation, luminescence, 4 h; inhibition, % at 4 µM; actives 0.78% (n = 360,000);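 active = inhibition above the mean inhibition across every tested compound plus 3 SD, cut at about 22% in these data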;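 note: 0% = DMSO only wells and the 100% control is not disclosed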
SRC1 inh – inhibitors of human steroid receptor coactivator 1 (SRC1); actives 0.12% (n = 360,000); HEK293 GAL4-SRC1 luciferase reporter, luminescence; AID 588354; inhibition, % at 3.6 µM;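 active = inhibition above the campaign mean plus 3 SD, with each screening campaign given its own cutoff, cut at about 60% in these data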;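 note: 0% = DMSO treated cells and 100% = gossypol at 36 µM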
NR2F2 inh – blocks human COUP-TFII nuclear receptor. P24468. HEK293T NGFI-A luciferase reporter, luminescence. inhibition, % at 8.6 µM. actives 0.7% (n = 370,000). AID 686940;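 active = inhibition above a per-plate cutoff, mean inhibition of test wells between control levels plus 3 SD, cut at about 38% in these data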;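 note: cells cotransfected with COUP-TFII expression vector driving the NGFI-A reporter; 0% = median of COUP-TF2 test wells and 100% = reporter-only cells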
Target sequence (P24468 whole entry, looked up): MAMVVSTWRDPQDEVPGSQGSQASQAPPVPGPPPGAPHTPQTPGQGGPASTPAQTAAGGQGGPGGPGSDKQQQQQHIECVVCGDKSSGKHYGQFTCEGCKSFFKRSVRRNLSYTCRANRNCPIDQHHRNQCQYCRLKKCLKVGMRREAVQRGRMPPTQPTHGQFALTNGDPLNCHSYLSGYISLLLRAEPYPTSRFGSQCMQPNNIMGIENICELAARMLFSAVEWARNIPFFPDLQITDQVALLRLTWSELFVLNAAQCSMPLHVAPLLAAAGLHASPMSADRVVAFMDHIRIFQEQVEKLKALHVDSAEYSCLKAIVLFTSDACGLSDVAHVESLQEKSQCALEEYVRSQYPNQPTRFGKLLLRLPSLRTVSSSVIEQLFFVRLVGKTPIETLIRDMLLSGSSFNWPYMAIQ
An asterisk follows results filed as active; · = no result given.

The opening seven compounds, to show the layout:
mol | NOD2-RIPK2 inh | MC4R antag cAMP | SRC3 inh | TLR9-MyD88 inh | NCOA2 inhibitor | MC4R barr agon | NR5A2 inv ag | LMP1 NFkB inh | ABHD5-PLIN5 inh | SRC1 inh | NR2F2 inh
CCOC(=O)C(=O)Nc1ccccc1C(=O)NC(C)C | -3 | 7 | 4 | -13 | 0 | 0.5 | -11 | -4 | 0 | -10 | 6
COc1ccccc1NC(=O)CCc1nnc2ccc(N3CCC4(CC3)OCCO4)nn12 | 4 | -7 | -7 | -1 | 4 | -0.1 | 0 | -5 | -2 | 17 | 10
O=C(Cn1cc(C(=O)c2ccco2)c2ccccc21)NC1CC1 | 4 | 0 | 19 | 6 | 6 | -1.9 | 6 | -8 | -4 | -27 | -3
O=C(OCC(=O)N1CCCCCC1)c1ccc[nH]c1=O | -6 | 14 | 9 | -3 | -12 | 0.1 | -9 | -2 | -8 | -2 | 2
CS(=O)(=O)n1nc(-c2ccccc2)nc1N | -16 | 0 | 8 | 1 | -2 | -0.3 | 24 | 1 | -1 | -4 | -1
COc1ccc(C(CC(=O)Nc2ccccn2)N2Cc3ccccc3C2=O)cc1OC (configuration not stated) | 3 | 4 | -10 | -3 | 22 | -2.0 | -2 | 3 | -9 | -3 | -5
CC(C)COc1cccc(C(=O)NC(=S)Nc2cccc(NC(=O)c3ccccc3Cl)c2)c1 | -12 | 0 | 16 | -3 | 5 | 0.1 | -5 | -1 | -8 | -9 | 0

The list itself (from the top)
mol | NOD2-RIPK2 inh | MC4R antag cAMP | SRC3 inh | TLR9-MyD88 inh | NCOA2 inhibitor | MC4R barr agon | NR5A2 inv ag | LMP1 NFkB inh | ABHD5-PLIN5 inh | SRC1 inh | NR2F2 inh
CCOC(=O)C(=O)Nc1ccccc1C(=O)NC(C)C | -3 | 7 | 4 | -13 | 0 | 0.5 | -11 | -4 | 0 | -10 | 6
COc1ccccc1NC(=O)CCc1nnc2ccc(N3CCC4(CC3)OCCO4)nn12 | 4 | -7 | -7 | -1 | 4 | -0.1 | 0 | -5 | -2 | 17 | 10
O=C(Cn1cc(C(=O)c2ccco2)c2ccccc21)NC1CC1 | 4 | 0 | 19 | 6 | 6 | -1.9 | 6 | -8 | -4 | -27 | -3
O=C(OCC(=O)N1CCCCCC1)c1ccc[nH]c1=O | -6 | 14 | 9 | -3 | -12 | 0.1 | -9 | -2 | -8 | -2 | 2
CS(=O)(=O)n1nc(-c2ccccc2)nc1N | -16 | 0 | 8 | 1 | -2 | -0.3 | 24 | 1 | -1 | -4 | -1
COc1ccc(C(CC(=O)Nc2ccccn2)N2Cc3ccccc3C2=O)cc1OC (configuration not stated) | 3 | 4 | -10 | -3 | 22 | -2.0 | -2 | 3 | -9 | -3 | -5
CC(C)COc1cccc(C(=O)NC(=S)Nc2cccc(NC(=O)c3ccccc3Cl)c2)c1 | -12 | 0 | 16 | -3 | 5 | 0.1 | -5 | -1 | -8 | -9 | 0
O=C(NC(=S)Nc1ccc(CN2CCOCC2)cc1)c1ccc(-c2cccc(Cl)c2)o1 | -5 | 21 | 9 | 3 | -1 | -2.4 | 15 | 18 | 2 | 4 | -31
COc1cc(C(N)=O)cc(Cl)c1OCc1ccccc1 | 0 | -2 | -1 | -3 | 11 | -1.1 | -1 | 2 | 4 | -15 | 2
CCOc1ccccc1N1CCN(C(=O)CCCN2C(=O)c3cccc4cccc(c34)C2=O)CC1 | -7 | 22 | 7 | -6 | -17 | 2.4 | 1 | 5 | 5 | 7 | 6
COc1ccccc1Oc1coc2c(CN3CCN(C)CC3)c(O)ccc2c1=O | 4 | 18 | 1 | 0 | -11 | 0.2 | -15 | 13 | -8 | -35 | 4
O=C(c1cccc(S(=O)(=O)N2CCc3ccccc32)c1)N1CCN(c2ccccn2)CC1 | 0 | 14 | -84 | -1 | -30 | 1.7 | -33 | 31 | -1 | -14 | -35
O=C(NCC(c1ccco1)N1CCCCC1)c1ccc(OCc2ccccc2)cc1 (configuration not stated) | 6 | 16 | 15 | 2 | 3 | -0.2 | -23 | -3 | 2 | 4 | 5
CC1(C)N=C2C(=[N+]1[O-])CCC/C2=N\O | 5 | 2 | 10 | -2 | 18 | -0.1 | -3 | -3 | -6 | -11 | 2
CCOC(=O)c1nn(-c2c(C)n(C)n(-c3ccccc3)c2=O)cc1O | -6 | 11 | 0 | 15 | 6 | -1.4 | -8 | 4 | 1 | -9 | 0
O=C(NCN1CCCCC1)c1cnccn1 | -11 | 7 | -13 | 5 | 9 | -1.8 | -5 | 0 | 0 | 8 | -3
COc1ccc(S(=O)(=O)N2CCN(c3cnccn3)CC2)cc1 | -5 | 4 | 13 | -12 | -3 | -0.3 | -11 | 4 | 4 | 12 | 5
COc1ccc(NC(=O)c2nc(-n3nc(C)cc3C)ccc2Cl)cc1Cl | 2 | 8 | 18 | -11 | -22 | 4.0 | 6 | 5 | 3 | -13 | 1
CCOc1ccccc1N1CCN(CC(O)COc2ccc3c(C)cc(=O)oc3c2)CC1 (configuration not stated) | -5 | 10 | 14 | 3 | -15 | 2.8 | 8 | 3 | 2 | 9 | 2
Cc1cc(C)n2nc(CCc3ccccc3)nc2n1 | -6 | -4 | -6 | 4 | -7 | -0.6 | -21 | -4 | 2 | -7 | -20
Cc1ccccc1-c1csc(C(O)c2ccc(F)cc2)n1 (configuration not stated) | -4 | 3 | -6 | · | -19 | 0.9 | -15 | · | 4 | 0 | -23
COc1ccc(NC(=O)CSc2n[nH]c(N)n2)c([N+](=O)[O-])c1 | -5 | -4 | -1 | 5 | 11 | -1.5 | 12 | -6 | 2 | -4 | 11
C=C1CCC[C@]2(C)C[C@H]3OC(=O)C(CNC(C)CC)[C@H]3CC12 (some centres not stated) | -5 | 6 | 7 | 2 | 10 | -0.3 | -7 | -4 | 7 | 6 | -2
COC(=O)Cn1c(N)[n+](Cc2ccccc2)c2ccccc21 | -2 | 7 | -7 | 1 | 14 | -2.6 | -10 | -7 | 0 | 5 | -11
O=C(OC1CO[C@H]2O[C@@H]1[C@H](OC(=O)c1ccccc1)[C@H]2OC(=O)c1ccccc1)c1ccccc1 (some centres not stated) | -6 | 11 | 10 | · | 5 | 1.1 | 9 | · | -3 | -3 | 5
COc1ccccc1Nc1cc2cc(Br)ccc2c(=O)[nH]1 | 3 | -17 | -9 | 3 | 23 | -0.4 | 26 | 1 | -1 | -12 | -1
CC(C)Nc1nc(Oc2cccc(Cl)c2Cl)cc(C(F)(F)F)n1 | -14 | 5 | -4 | 1 | -1 | 0.7 | -2 | 6 | -6 | -20 | -11
C/C(=N\Nc1ccc2nncn2n1)c1ccc(Cl)s1 | -5 | -11 | 7 | · | 7 | -0.2 | -13 | · | -2 | -16 | 8
C=CC[C@H]1C(C(=O)OCC)=CC[C@@H](c2ccccc2)N1S(=O)(=O)c1ccc(C)cc1 | 12 | · | -10 | · | -7 | · | -16 | · | 3 | 8 | -66
Cc1ccc(C2CN=NC23CCc2ccccc2C3=O)cc1 (configuration not stated) | -4 | -3 | -5 | -4 | -31 | 2.0 | -32 | 5 | -8 | -22 | -19
CCCNC(=O)NS(=O)(=O)c1cnccc1Sc1ccc(Cl)c(Cl)c1 | -3 | -18 | -6 | -2 | -22 | -1.1 | -3 | -4 | 0 | -24 | 7
O=c1c2ccccc2oc2ccccc12 | -13 | -7 | -2 | · | -21 | 0.4 | -10 | · | 1 | -17 | -10
Cc1cc(C)cc(NS(=O)(=O)c2ccc3[nH]c(=O)[nH]c3c2)c1 | -5 | 2 | 15 | 6 | -9 | -1.7 | 0 | 8 | 3 | -7 | 4
Cc1ccc(S(=O)(=O)N2CCN(C(=O)c3cc(S(=O)(=O)N4CCOCC4)ccc3Cl)CC2)c(C)c1 | -8 | 1 | 4 | -3 | 3 | 0.7 | -44 | -3 | 3 | -13 | 18
COc1ccccc1C(=O)N/C(=C/c1ccco1)C(=O)Nc1ccc(C(=O)O)cc1 | 0 | 16 | -25 | 1 | -2 | 0.4 | -3 | -10 | 15 | -7 | -10
Cc1nc(-c2ccccc2)sc1C1(C)CC(c2ccc(OC(F)(F)F)cc2)=NO1 (configuration not stated) | 1 | 1 | 12 | -13 | -62 | 0.3 | 14 | 5 | -5 | -26 | 12
COc1cc(OC)cc(C2=Cc3ccccc3C(CC(=O)c3ccco3)N2c2ccc(-c3ccc(C(N)=O)cc3)cc2)c1 (configuration not stated) | -2 | · | · | · | 2 | · | -1 | · | 14 | · | 9
O=C(CCl)N1CCN(CC(=O)N2CCCC2)CC1 | -7 | 16 | -2 | 3 | -10 | -0.3 | 34 | 4 | 3 | -2 | -30
Nc1cc(N)nc(SCC(=O)NCc2ccco2)n1 | -2 | -2 | -2 | -17 | 18 | -2.5 | 1 | 35 | -3 | -8 | -8
COc1cccc2sc(NNC(=O)C3=COCCO3)nc12 | 5 | 6 | -46 | 5 | -19 | -1.6 | -15 | -18 | -3 | -85 | -8
COc1ccc(/C=C/C(=O)Oc2cccc(/C=N/NC(=O)c3cccc(F)c3)c2)cc1 | -3 | 4 | -93 | -4 | -32 | 2.8 | -75 | -10 | 0 | -97 | -34
COc1cccc(C(c2c(N)[nH]c(=S)[nH]c2=O)c2c(N)[nH]c(=S)[nH]c2=O)c1 | -22 | 0 | -8 | · | -9 | -1.6 | -46 | 2 | -1 | -7 | -15
NS(=O)(=O)c1ccc(CCNC(=O)C2Cc3ccccc3CN2C(=O)c2ccco2)cc1 (configuration not stated) | 3 | 8 | -4 | -2 | -14 | -1.3 | 11 | -3 | 9 | 8 | 5
O=S(=O)(NC1CCCC1)c1ccc(-n2cnnn2)cc1 | -6 | 0 | -12 | -2 | -16 | 1.1 | 11 | 1 | 3 | 3 | 1
COc1cccc(S(=O)(=O)N2C[C@H](O)COC[C@H]3O[C@@H](CC(=O)N4CCN(C)CC4)CC[C@@H]32)c1 | 15 | · | · | · | -1 | · | -2 | · | 0 | · | 2
COc1cccc(CNS(=O)(=O)c2cc3c4c(c2)CCC(=O)N4CCC3)c1 | 2 | -3 | -3 | -9 | -21 | 4.0 | 14 | 6 | 1 | -15 | 3
CN(C)Cc1c(C#N)c2ccccc2n1C | -4 | -4 | 12 | 9 | 12 | -0.4 | 2 | -6 | 2 | 21 | 2

An excerpt, so the mix of outcomes need not match the whole.
